# Screening results (PubChem BioAssay)
# PME-1 primary – blocks human protein phosphatase methylesterase 1. Q9Y570. recombinant PME-1, FP-Rh probe fluorescence polarization. inhibition, % at 5.9 µM. 320,000 compounds, 0.53% hits. AID 2130;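 active means inhibition above the campaign mean of all compounds plus 3 SD, cut at about 26% in these data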;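 further: competitive labeling of PME-1 active site by serine hydrolase directed probe; 0% = PME-1 with DMSO and 100% = wells lacking PME-1 enzyme; inhibitors block probe labeling so polarization falls and inhibition rises; many of its hits are not listed in these tables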
# LYPLA2 inh – LYPLA2 (human) inhibition in PME1 counter-screen. 320,000 compounds, 0.38% hits. inhibition, % at 5.9 µM. recombinant LYPLA2, FP-Rh probe fluorescence polarization;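 active means inhibition above the screen-wide mean plus 3 SD, limit set per campaign, cut at about 26% in these data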;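 further: 0% = LYPLA2 with DMSO and 100% = wells lacking LYPLA2 enzyme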
# PAFAH1B3 FP inh – PAFAH1B3 (human) inhibition; Q15102; recombinant PAFAH1B3, FP-rhodamine probe, fluorescence polarization; inhibition, % at 3.39 µM; 340,000 compounds, 0.28% hits; AID 492972;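 active means inhibition above the screen-wide average of all tested compounds plus 3 SD, cut at about 25% in these data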;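 further: 0% = enzyme with DMSO only and 100% = wells lacking PAFAH1B3 protein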
# Target sequence (Q15102 whole entry, looked up): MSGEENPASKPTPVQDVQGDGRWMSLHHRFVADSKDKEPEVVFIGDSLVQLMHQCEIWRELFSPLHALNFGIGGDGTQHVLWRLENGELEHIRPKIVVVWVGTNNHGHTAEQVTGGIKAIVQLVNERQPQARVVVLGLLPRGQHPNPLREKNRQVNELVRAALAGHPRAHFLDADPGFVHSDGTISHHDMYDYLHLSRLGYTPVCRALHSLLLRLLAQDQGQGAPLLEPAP
# PAD4 FP inh – blocks human protein arginine deiminase 4. Q9UM07. recombinant PAD4, RCA probe fluorescence polarization. inhibition, % at 6.36 µM. 330,000 compounds, 0.41% hits;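 active means percent inhibition above a cutoff equal to the mean of all tested compounds plus 3 SD, cut at about 15% in these data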;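 further: 0% = PAD4 with RCA probe and DMSO and 100% = probe without PAD4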
# PREPL inh – inhibitors of human prolyl oligopeptidase-like enzyme PREPL | recombinant PREPL, fluorescence polarization activity-based probe | 320,000 compounds, 0.68% hits | inhibition, % at 5.96 µM | AID 2751 | Q4J6C6; in the data active means inhibition above about 43%;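 further: 0% = enzyme with DMSO and 100% = wells lacking enzyme; many of its hits are not listed in these tables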
# Target sequence (Q4J6C6 whole entry, looked up): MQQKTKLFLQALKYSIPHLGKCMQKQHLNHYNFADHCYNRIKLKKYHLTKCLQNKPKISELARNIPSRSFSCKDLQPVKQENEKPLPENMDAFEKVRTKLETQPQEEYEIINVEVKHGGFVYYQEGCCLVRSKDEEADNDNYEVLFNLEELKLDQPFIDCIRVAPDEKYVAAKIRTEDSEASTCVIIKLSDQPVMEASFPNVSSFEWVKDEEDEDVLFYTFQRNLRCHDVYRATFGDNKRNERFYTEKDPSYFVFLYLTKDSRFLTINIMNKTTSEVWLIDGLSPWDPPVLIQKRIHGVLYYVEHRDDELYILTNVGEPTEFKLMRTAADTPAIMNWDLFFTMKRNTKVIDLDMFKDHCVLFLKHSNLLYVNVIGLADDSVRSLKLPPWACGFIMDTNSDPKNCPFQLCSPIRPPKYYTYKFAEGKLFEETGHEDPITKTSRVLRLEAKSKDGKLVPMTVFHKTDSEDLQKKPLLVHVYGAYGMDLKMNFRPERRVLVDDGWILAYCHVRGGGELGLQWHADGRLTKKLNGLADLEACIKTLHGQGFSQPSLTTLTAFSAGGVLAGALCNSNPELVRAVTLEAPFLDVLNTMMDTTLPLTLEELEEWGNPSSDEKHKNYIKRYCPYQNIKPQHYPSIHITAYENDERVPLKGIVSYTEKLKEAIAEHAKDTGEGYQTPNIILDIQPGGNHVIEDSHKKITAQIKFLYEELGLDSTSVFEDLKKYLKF
# pPAFAH inh – inhibitors of human plasma PAF acetylhydrolase (pPAFAH); Q13093; recombinant pPAFAH, FP-rhodamine probe fluorescence polarization; inhibition, % at 3.39 µM; 330,000 compounds, 1.5% hits;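 active means inhibition above the mean inhibition across the screen plus 3 SD, cut at about 25% in these data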;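 further: inhibitors block binding of the rhodamine activity-based probe so polarization drops; 0% = enzyme with DMSO and 100% = wells lacking pPAFAH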
# PAFAH1B2 inh – PAFAH1B2 (human) inhibition | inhibition, % at 3.39 µM | 340,000 compounds, 1.2% hits | AID 492953 | P68402 | recombinant PAFAH1B2, FP-rhodamine activity probe, fluorescence polarization;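 active means inhibition above the mean of all tested compounds plus 3 SD, cut at about 24% in these data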;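 further: 0% = enzyme with DMSO and 100% = wells lacking PAFAH1B2; many of its hits are not listed in these tables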
# GSTO1 inh – blocks human GSTO1 in RBBP9 counter-screen; recombinant GSTO1, activity-based probe fluorescence polarization; inhibition, % at 5.96 µM; AID 1974; 300,000 compounds, 1.1% hits;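 active means inhibition above the campaign mean inhibition plus 3 SD, cut at about 35% in these data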;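 further: 0% = GSTO1-1 with DMSO and 100% = wells lacking GSTO1-1 enzyme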
# LYPLA1 counter – counter-screen for PME1 inhibitors: inhibitors of human LYPLA1; AID 2174; recombinant LYPLA1, FP-Rh probe fluorescence polarization; 320,000 compounds, 0.16% hits; inhibition, % at 5.9 µM; O75608;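 active means inhibition above the mean of all tested compounds plus 3 SD, set per campaign, cut at about 14% in these data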;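 further: inhibitors block serine hydrolase probe labeling of LYPLA1 so polarization falls; 0% = enzyme with DMSO and 100% = wells lacking LYPLA1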
# * hit, by the source's call; . = not tested or not shown. Not all compounds are listed, so the mix of outcomes need not match the whole.
SMILES,PME-1 primary,LYPLA2 inh,PAFAH1B3 FP inh,PAD4 FP inh,PREPL inh,pPAFAH inh,PAFAH1B2 inh,GSTO1 inh,LYPLA1 counter
Cc1cc(C)c2c(n1)sc1c(=O)n(CC(=O)c3ccccc3)cnc12,-4,2,5,-1,3,3,0,8,-1
CC(C)CC(=O)Nc1ccc(-c2cn3cccnc3n2)cc1,-1,-3,1,0,-2,1,-2,-4,-2
Cc1cc(C)n(CCC(=O)N=Nc2c(O)[nH]c3ccccc23)n1,4,-1,1,-2,-3,2,2,-5,3
O=C(C1=C[C@@H](c2csc3ccccc23)C[C@@H](OCc2ccc(CO)cc2)O1)N1CCOCC1,5,4,1,-1,27,8,5,7,-3
O=C(COc1ccc2c3c(c(=O)oc2c1)CCC3)NCc1cccnc1,2,1,2,6,2,1,2,-2,-1
Cc1ccccc1OCC(=O)Nc1ccc(N2CCN(C)CC2)c(Cl)c1,-5,1,5,2,24,-3,10,4,-2
O=C(Nc1ccc(N2CCOCC2)cc1)c1ccc2nc(-c3ccco3)c(-c3ccco3)nc2c1,-1,-3,-2,-2,13,16,0,0,-5
COC(=O)C1CN(C(=O)C(C)Oc2ccc(C(C)C)cc2)c2ccccc2O1 (stereo unspecified),0,0,7,-6,6,9,6,10,4
O=C(CSCc1ccc(Cl)cc1)c1ccco1,0,5,.,2,-13,7,.,9,0
C=CC(C)(C)c1[nH]cnc1/C=C1\NC(=O)C(C(C)C)NC1=O (stereo unspecified),2,6,1,-3,-7,6,3,2,3
Cn1c(=O)oc2cc(S(=O)(=O)Nc3cccc([N+](=O)[O-])c3)ccc21,-1,12,0,0,4,5,-1,7,-4
CCOc1ccccc1OCC(=O)OCC(=O)Nc1ncc(Cl)cc1Cl,6,5,3,-2,0,7,1,3,7
Cc1ccccc1/C=N/Nc1ccnc2cc(Cl)ccc12,11,-5,21,-8,13,4,6,2,-3
CC(=O)Nc1ccccc1Nc1nc(NCCO)nc(N2CCCC2)n1,1,3,0,4,-2,0,8,7,0
COC(=O)N/N=C\C=C\c1ccc2c(c1)OCO2,-9,1,3,-4,-11,1,6,17,-1
COc1ccccc1NC(=O)CSc1nnc(-c2ccoc2C)n1CC1CCCO1 (stereo unspecified),-8,-4,1,0,17,-4,0,-3,-1
CC(=O)c1ccc(N2CCN(C(=O)c3ccco3)C(C)C2)c(F)c1 (stereo unspecified),-7,4,5,1,0,2,0,-4,2
Fc1cccc(CN2CCN3CCCC3C2C2CCCCC2)c1 (stereo unspecified),0,-2,5,-1,6,0,3,-2,0
CCOCCc1nn2c(=O)cc(CSCC(=O)Nc3cc(C)cc(C)c3)nc2s1,-6,3,6,-4,8,-5,-7,3,0
NC(=O)[C@@H]1CC2(CC(c3cccc(NC(=O)CC(c4ccccc4)c4ccccc4)c3)=NO2)CN1C(=O)[C@@H]1CCC(=O)N1 (stereo partly specified),-6,-14,1,-2,-16,3,8,-7,0
CCOC(=O)c1ccc2c(c1)N(CC(=O)N1CCCC1)C(=O)C(C)(C)O2,4,0,9,-1,5,1,1,-1,0
O=C(CCCCn1c(=O)[nH]c2ccccc2c1=O)NCCC1=CCCCC1,-4,0,4,2,-1,-3,9,0,-4
NC(=O)Cn1cnc2c(nnn2-c2ccc(F)cc2)c1=O,3,4,2,0,1,4,3,3,0
COc1ccc(-n2ncc3c(=O)n(CC(=O)Nc4ccc(S(=O)(=O)N5CCOCC5)cc4)cnc32)cc1,-7,-3,4,-1,-14,6,1,-1,-6
CCOC(=O)CN(C(=O)COc1nc(-c2ccccc2)cc(C)c1C#N)c1ccccc1,-5,0,8,0,2,2,-2,5,1
O=C(Nc1ccnn1C1CCN(C(=O)c2c(F)cccc2F)CC1)C1CC1,4,1,1,2,0,-1,7,-7,-2
CCCCn1c(N)c(N(CC(C)C)C(=O)c2cc(-c3ccco3)nc3ccccc23)c(=O)[nH]c1=O,2,11,4,-3,6,10,1,14,-2
CCO[C@@H]1OC(C(N)=O)=C[C@H](c2coc3ccccc3c2=O)[C@H]1CCCO,-2,-3,1,-2,5,1,6,3,-6
Clc1ccc(-n2cccc2)cn1,1,4,6,-2,8,3,9,0,-2
COCCNC(=O)Cn1nc(C)c2ccccc2c1=O,0,0,9,2,13,-3,7,3,-2
COc1ccccc1-n1cnnc1SCC(=O)Nc1cc(C)on1,2,2,4,1,-6,1,3,0,-1
C=CCn1c(SCC(=O)N2CCc3ccccc3C2)nc2sc(CC)cc2c1=O,-7,2,-1,-8,26,-1,0,-5,-1
CC(=O)c1ccc(N2CCN(C(=O)/C=C/c3ccc(S(=O)(=O)N4CCOCC4)cc3)CC2)cc1,5,5,0,1,15,32*,2,-2,2
CC(C)=CCN1CCN(C/C(Cl)=C/c2ccccc2)CC1CCO (stereo unspecified),3,2,5,3,26,-1,7,-3,3
CCN1CCN(c2ncnc3c2c(-c2ccccc2)cn3-c2ccc(F)cc2)CC1,-8,-1,1,-4,3,3,2,10,-4
COC(=O)c1ccc2nc(C)cc(Nc3ccccc3C)c2c1,-3,2,3,-4,4,-1,0,0,3
COc1ccc(NC(=O)Cn2nnc(-c3ccc(CN4CCOCC4)cc3)n2)c(OC)c1,-4,6,-3,-4,-3,8,-3,4,2
Cn1c(SCC(=O)NNC(=O)c2ccccc2O)nnc1-c1ccccc1,-2,2,10,2,3,8,5,32,-1
N#C/C(=C\c1ccc(F)cc1)C(=O)Nc1ccccn1,1,4,1,-5,15,2,0,-6,1
Cc1ccc(CN2C(=O)/C(=C\c3ccc(C(=O)NCc4cccnc4)cc3)Oc3ccccc32)cc1,-3,-9,.,-1,-5,2,.,-4,-2
OCC12COC(c3ccccc3)N1C(c1ccccc1)OC2 (stereo unspecified),2,-3,4,7,11,0,-4,5,-1
O=C(CSc1ccccc1)Nc1cccc(NC(=O)c2ccco2)c1,-3,-5,2,2,-25,1,5,1,-3
Nc1nc(CN2CCN(c3ccccn3)CC2)nc(Nc2ccc(F)cc2)n1,-9,-8,2,-15,9,-4,0,4,-5
O=C(N/C(=C/c1cccc([N+](=O)[O-])c1)C(=O)N1CCCCCC1)c1cccs1,3,5,4,-5,0,5,4,-4,2
O=C(Nc1ccc(Cl)cc1[N+](=O)[O-])c1ccc2c(c1)OCCO2,-2,1,-1,2,-2,0,0,-3,-1
Cc1ccc(N2CCN(/N=C/c3sccc3C)CC2)cc1,-4,2,7,-3,10,6,1,-3,-1
CCC1(c2ccccc2)NC(=O)N(CC(=O)NCc2ccc(C)cc2)C1=O (stereo unspecified),-7,2,5,-5,-1,5,12,7,-3
Cc1ccccc1CSCC(=O)Nc1ccccc1-c1ccccc1,4,-3,2,0,0,0,8,-1,0
Cc1nn(C)cc1C(C(=O)NC1CCCCC1)N(C(=O)Cn1nnc2ccccc21)c1ccc(F)cc1 (stereo unspecified),1,3,2,-3,8,5,-1,-5,3
CCCCNC(=O)c1ccc(N2CCOCC2)c(NS(=O)(=O)c2ccc(OC)cc2)c1,0,2,7,-3,6,7,9,4,1
CCC(CC)C(=O)N1CCN(c2cccc(C)c2C)CC1,-8,2,5,-2,3,0,1,-2,1
Cc1ccc(N2C(=O)NC(NC(=O)C3CC3)(C(F)(F)F)C2=O)cc1 (stereo unspecified),-5,3,2,-2,5,4,-2,4,4
COCc1cc(C)nc2sc(C(=O)Nc3ccccc3Br)c(N)c12,10,2,9,-4,12,15,3,-1,0
CN1CCN(c2nc(-c3ccccc3)cc(C(F)(F)F)n2)CC1,-4,2,0,3,-18,5,-1,11,-3
CCN(CC)C(=O)CSCc1cnn(-c2ccccc2)c1-n1cccc1,3,2,9,1,6,5,14,2,1
CCOc1ccc(N2CC(C(=O)NCCCN3CCOCC3)CC2=O)cc1 (stereo unspecified),-2,6,-4,0,-2,3,-3,10,1
CC(NCc1ccc(S(N)(=O)=O)cc1)C(=O)N1CCc2ccccc21 (stereo unspecified),-5,0,1,-4,6,-1,3,-4,-4
CCN(CC)CCCNC(=O)c1nn(-c2cccc(OC)c2)c(=O)c2ccccc12,0,4,8,3,-1,-1,5,-1,-1
O=C(CCCC(=O)NCCc1ccccc1)NCCc1ccccc1,-6,3,7,1,15,-2,16,-2,3
O=C(c1ccc(F)cc1)N1CCN(c2ccc([N+](=O)[O-])cc2-n2cccc2)CC1,1,0,.,0,30,7,.,-4,3

# Later entries.
SMILES,PME-1 primary,LYPLA2 inh,PAFAH1B3 FP inh,PAD4 FP inh,PREPL inh,pPAFAH inh,PAFAH1B2 inh,GSTO1 inh,LYPLA1 counter
CCn1nnnc1NC(=O)c1cccc(OC)c1,-1,0,2,-2,12,-2,4,-5,0
COc1ccc(/C=C(\C#N)C(=O)Nc2ccc3[nH]c(=O)[nH]c3c2)cc1,-2,3,12,-2,15,4,0,22,1
COCCCn1c(=NC(=O)c2ccccc2)c(C#N)cc2c(=O)n3cccc(C)c3nc21,-3,-2,8,2,13,3,3,-9,-6
COc1cccc(CNc2ccccc2O)c1OCc1ccccc1F,2,-4,0,-20,5,20,0,36*,-6
Cc1nn(CCC(=O)NNC(=S)Nc2ccc(F)cc2)c(C)c1Br,-3,6,-7,-3,6,-1,3,13,2
NC(=O)c1snnc1-c1ccccc1,-3,4,7,-2,5,-1,5,7,1
Cc1cc(=O)oc2cc(OC(C)C(=O)NCCCN3CCCC3=O)c(Cl)cc12 (stereo unspecified),2,8,-1,0,1,7,0,2,3
COC(=O)C1=C(C)NC(=S)N(C(C)=O)C1c1ccc(OC)c(OC)c1 (stereo unspecified),-1,-3,5,-3,0,4,0,5,-3
CC12CCC(C(=O)NCCCN3CCOCC3)(OC1=O)C2(C)C (stereo unspecified),2,12,3,5,9,9,3,4,7
O=C1NCCN1Cc1cccc(Cl)c1,-1,7,2,7,9,6,-1,-4,4
Cc1ccc(S(=O)(=O)N=C2SCCCS2)cc1,-2,0,3,0,10,-4,-2,0,-1
Cc1ccc(OC(=O)c2ccccc2C(=O)OCC(F)(F)C(F)F)cc1,-4,4,9,-3,2,7,3,3,-2
Cc1cc(/C=N/Nc2nc(N)ncc2[N+](=O)[O-])c(C)n1-c1ccccc1F,11,5,.,3,18,7,.,10,4
O=C(CSc1n[nH]c(-c2cccs2)n1)NCc1cccs1,-5,12,0,-1,-7,3,1,0,7
CC(=O)N1CCc2cc(S(=O)(=O)CCC(=O)N3CCN(c4ccccc4F)CC3)ccc21,-7,4,4,-5,11,-9,-1,-7,-3
O=C(Nc1ccnc(-c2cccnc2)n1)c1cccc(Cl)c1Cl,2,-5,6,-3,-6,14,-2,-11,-1
Cc1ccc2cc(/C=N/Nc3ccc(C(=O)O)cc3)c(Cl)nc2c1,1,5,8,-7,19,34*,0,14,6
COC(C(=O)Nc1ccc(F)cc1)c1ccccc1 (stereo unspecified),-1,2,0,-8,18,1,4,0,1
Cc1ccc(-n2[nH]c(C)c(C=Nc3ccc(S(=O)(=O)N4CCOCC4)cc3)c2=O)c(C)c1,1,-1,.,2,7,-4,.,6,-1
CCCCn1c(=O)n(C)c(=O)c2c(C(F)(F)F)cc(-c3ccncc3)nc21,-1,1,5,0,3,3,4,5,0
O=C(O)c1cccnc1SC1CC(=O)N(CCc2ccccc2)C1=O (stereo unspecified),-5,-1,-3,2,2,2,7,0,-3
O=C(NNc1cccc(Cl)n1)Nc1ccc(Cl)cc1,2,3,1,-2,23,1,5,-10,-1
